RPL19A-GFP yeast: alters RPL19A-GFP fluorescence in TOR pathway yeast screen; percent response vs DMSO, % at 10 µM; S. cerevisiae RPL19A-GFP strain, flow cytometry, 3 h; stronger effect = lower value; AID 2025; 330,000 tested, 0.3% active;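 active means percent response vs DMSO below 50%; inconclusive means fewer than 70 events counted for the yeast strain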;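 further: median channel GFP fluorescence of the barcoded RPL19A-GFP strain; ratio of sample median GFP to plate DMSO average so 100% = DMSO; lower means less RPL19A-GFP as with rapamycin TOR inhibition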
Efflux pump inh: inhibitors of Candida antifungal efflux pumps expressed in yeast; S. cerevisiae Candida pump triplex, Nile Red efflux; inhibition, % at 10 µM; 330,000 tested, 0.44% active; AID 485275;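 active means plate passing quality check with inhibition over a set limit, or well fluorescence over plate mean plus 4 SD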;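 further: Nile Red retained in pooled yeast measured as flow cytometry median fluorescence; 0% = buffer negative control and 100% = Enniatin B positive control; higher means more Nile Red kept so more efflux inhibition; some compounds called inactive have numbers as strong as hits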
AHR activator: activators of human aryl hydrocarbon receptor; P35869; activation, % at 5 µM; AHR-responsive luciferase reporter cells, luminescence; 320,000 tested, 2.5% active; AID 2796; in the data active means activation above about 47%;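 further: 0% = vehicle wells and 100% = reference agonist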
Target sequence (P35869 whole entry, looked up): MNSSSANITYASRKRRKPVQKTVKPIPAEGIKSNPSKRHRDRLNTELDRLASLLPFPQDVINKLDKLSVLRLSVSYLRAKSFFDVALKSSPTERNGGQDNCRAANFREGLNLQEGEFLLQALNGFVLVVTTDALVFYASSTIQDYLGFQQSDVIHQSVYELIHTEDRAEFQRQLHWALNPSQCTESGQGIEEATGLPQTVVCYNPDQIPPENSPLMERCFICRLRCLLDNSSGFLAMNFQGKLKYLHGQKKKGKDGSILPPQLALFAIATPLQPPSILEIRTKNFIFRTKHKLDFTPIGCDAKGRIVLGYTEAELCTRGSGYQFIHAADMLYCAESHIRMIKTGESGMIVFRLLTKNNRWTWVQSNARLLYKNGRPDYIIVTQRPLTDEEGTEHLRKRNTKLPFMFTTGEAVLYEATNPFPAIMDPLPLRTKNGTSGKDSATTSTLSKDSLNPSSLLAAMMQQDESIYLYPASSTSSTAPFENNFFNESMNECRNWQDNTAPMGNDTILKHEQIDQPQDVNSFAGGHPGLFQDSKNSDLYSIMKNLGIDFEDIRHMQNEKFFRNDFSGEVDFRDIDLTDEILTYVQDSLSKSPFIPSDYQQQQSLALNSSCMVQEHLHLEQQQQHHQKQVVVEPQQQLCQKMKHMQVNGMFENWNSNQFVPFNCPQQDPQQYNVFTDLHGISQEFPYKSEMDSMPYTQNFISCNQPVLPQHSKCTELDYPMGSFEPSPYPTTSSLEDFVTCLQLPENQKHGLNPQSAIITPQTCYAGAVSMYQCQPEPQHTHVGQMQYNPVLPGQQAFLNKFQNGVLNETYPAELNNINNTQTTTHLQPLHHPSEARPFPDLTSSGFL
Yeast superoxide: lowers age-related superoxide in aged yeast cells; superoxide response (% of plate mean), % at 10 µM; S. cerevisiae aged cells, superoxide DHE fluorescence; stronger effect = lower value; 330,000 tested, 0.18% active; AID 2690;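 active means superoxide response under a set limit, about three screen SD below normal, cut at about 65% in these data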;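 further: yeast aged for seven days with compound at 30 °C before DHE staining; 100% = average MFI of all compound-treated wells on the plate with controls excluded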
MEP2-GFP yeast: yeast TOR pathway MEP2-GFP modulation; S. cerevisiae MEP2-GFP strain, flow cytometry GFP, 3 h; 100% = DMSO control level; GFP response vs DMSO, % at 10 µM; 330,000 tested, 0.51% active; AID 2016;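 active means GFP response versus DMSO above a set limit, roughly screen mean plus 3 SD, cut at about 180% in these data; inconclusive means fewer than 70 cells counted for a yeast strain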;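 further: median GFP fluorescence of the barcode-gated MEP2-GFP cells per well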
AGP1-GFP MLPCN: modulators of TOR pathway AGP1-GFP in S. cerevisiae | S. cerevisiae AGP1-GFP multiplex flow cytometry, 3 h; GFP as percent of DMSO wells | GFP response vs DMSO, % at 10 µM | 320,000 tested, 0.02% active;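 active means GFP response relative to DMSO above a set limit, near screen average plus 3 SD, cut at about 150% in these data; inconclusive means fewer than 70 cells counted for the yeast strain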;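 further: median GFP channel fluorescence of the gated AGP1 strain per well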
CIT2-GFP yeast: yeast TOR pathway CIT2-GFP modulation. 320,000 tested, 0.065% active. S. cerevisiae CIT2-GFP strain, flow cytometry, 3 h; 100 means same as DMSO wells. GFP response vs DMSO, % at 10 µM;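 active means GFP response relative to DMSO above a set limit, near the screen mean plus 3 SD, cut at about 150% in these data; inconclusive means Fewer than 70 cells measured for a yeast strain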;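 further: ratio of well median GFP fluorescence to mean of DMSO wells on the plate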
LAP4-GFP MLPCN: yeast TOR pathway LAP4-GFP modulation; S. cerevisiae LAP4-GFP multiplex, flow cytometry GFP, 3 h; median GFP as percent of DMSO wells; GFP response vs DMSO, % at 10 µM; 320,000 tested, 0.34% active;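 active means GFP response vs DMSO above a set limit, about the screen mean plus 3 SD, cut at about 150% in these data; inconclusive means under 70 cell events counted for the yeast strain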
* marks the source's active call; other numbers are inactive results; u = inconclusive; x = not tested or not shown.

# | Compound | RPL19A-GFP yeast | Efflux pump inh | AHR activator | Yeast superoxide
1 | CCc1nnc(NC(=O)CN2CCN(c3cccc(OC)c3)CC2)s1 | 105 | -0.1 | 5 | 106
2 | O=C(NC1CCCC1)C(c1cccs1)N(C(=O)c1csnn1)c1ccccc1F (configuration not stated) | 102 | 0.1 | 2 | 98
3 | COc1ccc([C@@H](NC(=O)OC(C)(C)C)C(=O)OC(C)(C)C)cc1 | 108 | 0.1 | -1 | 95
4 | CCOC(=O)NC(=O)CSc1cc(C)c2cc(C)cc(C)c2n1 | 102 | 0.0 | 4 | 102
5 | COc1ccc(S(=O)(=O)N2CCN(C)CC2)cc1C | 102 | -0.3 | 0 | 99
6 | Fc1cccc(Nc2ncnc3sccc23)c1 | 95 | 0.1 | 4 | 109
7 | COc1cccc(/C=N/NC(=O)CSc2ccccc2C)c1OC | 107 | -0.1 | 13 | 112
8 | CCC(=O)NCCn1c(C)cc2ccccc21 | 94 | -0.1 | 5 | 85
9 | Cn1c(SCC(=O)n2c3c(c4ccccc42)CCCC3)nnc1-c1ccccc1 | 101 | 0.2 | 0 | 106
10 | COc1ccc(S(=O)(=O)NNC(=O)C2CC(c3cccnc3)=NO2)cc1 (configuration not stated) | 101 | 0.0 | 0 | 97
11 | O=C(Nc1ccc(F)cc1)c1cc(S(=O)(=O)N2CCOCC2)cs1 | 100 | 0.0 | 1 | 119
12 | Cc1cc(C(=O)NC(=S)Nc2ccccc2N2CCOCC2)ccc1[N+](=O)[O-] | 98 | -0.1 | 12 | 94
13 | CSc1nc2ncnc(N)c2[nH]1 | 97 | 0.1 | -5 | 111
14 | COc1cccc2sc(N(CCCN(C)C)C(=O)c3sc4ccccc4c3Cl)nc12 | 106 | 0.1 | 2 | 92
15 | C=CCC[C@@H](Cc1ccc(F)cc1)C(=O)OC[C@@H](NC(=O)[C@@H](CC=C)CC(=O)N(CCO)Cc1ccccc1)c1ccccc1 | 97 | 0.3 | 0 | 92

# | MEP2-GFP yeast | AGP1-GFP MLPCN | CIT2-GFP yeast | LAP4-GFP MLPCN
1 | 113 | 109 | 120 | 115
2 | 103 | 100 | 100 | 94
3 | 104 | 113 | 109 | 129
4 | 101 | 97 | 98 | 107
5 | 95 | 102 | 92 | 99
6 | 101 | 92 | 89 | 92
7 | 101 | 104 | 105 | 102
8 | 99 | 93 | 95 | 95
9 | 99 | 96 | 102 | 99
10 | 101 | 107 | 105 | 104
11 | 98 | 100 | 102 | 93
12 | 96 | 90 | 96 | 86
13 | 96 | 105 | 88 | 106
14 | 104 | 101 | 102 | 99
15 | 91 | 102 | 96 | 94

Remaining list, next part.
# | Compound | RPL19A-GFP yeast | Efflux pump inh | AHR activator | Yeast superoxide
16 | Cc1cc(C)nc(NC(=O)c2c(-c3c(Cl)cccc3Cl)noc2C)n1 | 104 | 0.0 | 2 | 90
17 | O=C(CSc1ncn[nH]1)N1CCN(S(=O)(=O)c2ccccc2)CC1 | 98 | -0.1 | 0 | 92
18 | Cc1[nH]c2ccccc2c(=O)c1CN1CCCCCC1 | 103 | -0.4 | 2 | 66
19 | CCOC(=O)C(c1ccccc1)C(Nc1cc(C(F)(F)F)cc(C(F)(F)F)c1)c1ccccn1 (configuration not stated) | 99 | -0.1 | 3 | 108
20 | CCC(C)N1CCC(Oc2ccc(C(=O)NCc3ccccn3)cc2)CC1 (configuration not stated) | 95 | 0.2 | 2 | 93
21 | Cc1ccccc1CSCC(=O)c1c(N)n(C)c(=O)n(C)c1=O | 99 | -0.1 | 8 | 104
22 | Cc1ccc2[nH]c3c(=O)n(CCCN4CCN(C)CC4)cnc3c2c1 | 100 | -0.2 | 9 | 102
23 | Cc1cccc2c(C(=O)N3CCN(c4ccccc4)CC3)cc(-c3ccncc3)nc12 | u | 0.2 | 17 | 91
24 | COc1cccc(CNC(=O)CCNC(=O)c2ccccc2OC)c1 | 98 | 1.3 | -1 | 88
25 | Cn1cnc([N+](=O)[O-])c1Sc1ccc(C(C)(C)C)cc1 | 101 | 0.0 | 1 | 98
26 | COc1ccc(S(=O)(=O)N2CCC3(CC2)OCCN3S(=O)(=O)c2cccs2)cc1 | 104 | 0.0 | -1 | 100
27 | CC(=O)OCCCCON1C(=O)c2ccccc2C1=O | 100 | 0.2 | 0 | 119
28 | CC(Nc1nc(-c2cccc(Br)c2)cs1)c1nc2cc(Cl)c(N3CCCCC3)cc2n1CCOCCO (configuration not stated) | 92 | 0.1 | 5 | 107
29 | Cc1nnsc1C(=O)N/N=C/c1ccc(OC(F)(F)F)cc1 | 90 | 0.0 | 11 | 107
30 | CNS(=O)(=O)c1cccc(C(=O)OCC(=O)c2ccc3[nH]c(=O)[nH]c3c2)c1 | 93 | 0.0 | 1 | 79

# | MEP2-GFP yeast | AGP1-GFP MLPCN | CIT2-GFP yeast | LAP4-GFP MLPCN
16 | 103 | 98 | 101 | 103
17 | 102 | 102 | 106 | 103
18 | 100 | 103 | 102 | 98
19 | 98 | 98 | 95 | 100
20 | 99 | 101 | 100 | 104
21 | 99 | 100 | 104 | 97
22 | 101 | 98 | 99 | 103
23 | u | u | u | u
24 | 89 | 77 | 88 | 68
25 | 99 | 109 | 108 | 139
26 | 105 | 112 | 104 | 103
27 | 108 | 97 | 104 | 112
28 | 95 | 75 | 67 | 129
29 | 88 | 75 | 88 | 79
30 | 100 | 99 | 93 | 106

(listing goes on)
# | Compound | RPL19A-GFP yeast | Efflux pump inh | AHR activator | Yeast superoxide
31 | O=Cc1cccc(OCc2cccc3ccccc23)c1 | 106 | -0.1 | 2 | 95
32 | COc1ccc(CCNC(=O)C(=O)c2c[nH]c3ccccc23)cc1OC | 105 | 0.0 | x | 98
33 | CC(C)Oc1ccc(C(CCNCc2ccc(O)cc2)c2ccccc2)cc1 (configuration not stated) | 101 | 0.0 | x | 97
34 | O=C(O)CSc1ncnc2sc3c(c12)CCCC3 | 106 | -0.2 | -2 | 119
35 | COc1ccc(OC)c(NC(=O)N2CCCC(CNS(=O)(=O)c3cccs3)C2)c1 (configuration not stated) | 95 | 0.0 | 5 | 91
36 | COc1ccccc1N1C(=O)c2ccc(C(=O)Nc3ccc(F)cc3)cc2C1=O | 100 | 0.1 | -2 | 127
37 | Clc1ccc2nnnc(-c3ccccc3)c2c1 | 101 | 0.0 | 1 | 82
38 | COc1cccc2c(=O)c(SC(F)(F)C(F)C(F)(F)F)c(C)[nH]c12 (configuration not stated) | u | 0.1 | 12 | 89
39 | COc1ccc(S(=O)(=O)NCCC(=O)NCc2cccs2)cc1 | 101 | 0.0 | -2 | 74
40 | O=C(CCNC(=O)c1ccco1)NCc1ccc(C(=O)O)cc1 | 94 | -0.1 | 0 | 79
41 | CSc1ccc(OC2CCCCC2NS(=O)(=O)c2ccccc2)cc1 (configuration not stated) | 101 | 0.3 | 1 | 90
42 | COc1ccc(C(C)C)cc1S(=O)(=O)NCC1CCCO1 (configuration not stated) | 98 | 0.1 | x | 92
43 | CC(C)C(c1nnnn1C1CCCCC1)N1CCN(C(=O)c2ccco2)CC1 (configuration not stated) | 96 | -0.2 | 1 | 110
44 | C/C(=C\C(=O)c1ccc(Br)cc1)Nc1ccc(Cl)cc1 | 98 | -0.1 | 19 | 91
45 | O=C(Cn1nc(-c2ccccc2)ccc1=O)N1CCCCC1 | 110 | 0.1 | 2 | 90

# | MEP2-GFP yeast | AGP1-GFP MLPCN | CIT2-GFP yeast | LAP4-GFP MLPCN
31 | 117 | 93 | 94 | 117
32 | 107 | 102 | 104 | 103
33 | 109 | 98 | 89 | 114
34 | 104 | 104 | 112 | 107
35 | 91 | 94 | 99 | 93
36 | 101 | 101 | 97 | 98
37 | 99 | 94 | 99 | 102
38 | u | u | x | u
39 | 101 | 100 | 96 | 102
40 | 106 | 104 | 96 | 111
41 | 96 | 97 | 92 | 101
42 | 111 | 102 | 99 | 105
43 | 102 | 95 | 101 | 99
44 | 97 | 95 | 98 | 91
45 | 114 | 113 | 116 | 112

A draw from above in order of SMILES length, smallest number first:
# | Compound | RPL19A-GFP yeast | Efflux pump inh | AHR activator | Yeast superoxide
31 | O=Cc1cccc(OCc2cccc3ccccc23)c1 | 106 | -0.1 | 2 | 95
41 | CSc1ccc(OC2CCCCC2NS(=O)(=O)c2ccccc2)cc1 (configuration not stated) | 101 | 0.3 | 1 | 90
32 | COc1ccc(CCNC(=O)C(=O)c2c[nH]c3ccccc23)cc1OC | 105 | 0.0 | x | 98
43 | CC(C)C(c1nnnn1C1CCCCC1)N1CCN(C(=O)c2ccco2)CC1 (configuration not stated) | 96 | -0.2 | 1 | 110
36 | COc1ccccc1N1C(=O)c2ccc(C(=O)Nc3ccc(F)cc3)cc2C1=O | 100 | 0.1 | -2 | 127
35 | COc1ccc(OC)c(NC(=O)N2CCCC(CNS(=O)(=O)c3cccs3)C2)c1 (configuration not stated) | 95 | 0.0 | 5 | 91

# | MEP2-GFP yeast | AGP1-GFP MLPCN | CIT2-GFP yeast | LAP4-GFP MLPCN
31 | 117 | 93 | 94 | 117
41 | 96 | 97 | 92 | 101
32 | 107 | 102 | 104 | 103
43 | 102 | 95 | 101 | 99
36 | 101 | 101 | 97 | 98
35 | 91 | 94 | 99 | 93

Next results follow:
# | Compound | RPL19A-GFP yeast | Efflux pump inh | AHR activator | Yeast superoxide
46 | C[C@@H]1CC[C@]2(C(=O)O[C@@H]3O[C@H](CO)[C@@H](O)[C@H](O)[C@H]3O)CC[C@]3(C)C(=CCC4[C@@]5(C)C[C@@H](O)[C@H](O)[C@@](C)(C(=O)O[C@@H]6[C@H](O)C[C@@]7(C)C(CC[C@]8(C)C7CC=C7[C@H]9[C@](C(=O)O[C@@H]%10O[C@H](CO)[C@@H](O)[C@H](O)[C@H]%10O)(CC[C@@H](C)[C@@]9(C)O)CC[C@]78C)[C@@]6(CO)C(=O)O)C5CC[C@]43C)[C@@H]2[C@]1(C)O (some centres not stated) | 98 | 0.4 | 0 | 115
47 | COc1ccc(N2CC(C(=O)N3CCC(c4nc5ccccc5[nH]4)CC3)CC2=O)cc1 (configuration not stated) | 105 | 0.0 | -2 | 102
48 | Cn1nnc(NC(=O)c2cccc(OCc3ccccc3)c2)n1 | 96 | 0.0 | 17 | 93
49 | Cc1noc(C)c1COc1ccc(C(=O)Nc2nnc(CC(C)C)s2)cc1 | 99 | 0.0 | -1 | 86
50 | COc1ccc(N2CCN(C(=O)[C@@H]3CCCN3C3=NS(=O)(=O)c4ccccc43)CC2)cc1 | 97 | 0.1 | -1 | 77
51 | Cc1ccc(NC(=O)CCNS(=O)(=O)c2ccc3c(c2)CCC(=O)N3)c(Br)c1 | 96 | -0.1 | 4 | 107
52 | COc1ccccc1NC(=S)N1CCn2cccc2C1c1cccnc1 (configuration not stated) | 104 | -0.2 | 7 | 98
53 | CC1(C)CC(=O)c2sc(NC(=O)CN3CCCCC3)nc2C1 | 101 | -0.2 | 2 | 89
54 | CCOC(=O)C(CC)/C(C)=N/NC(=O)c1ccc([N+](=O)[O-])cc1 (configuration not stated) | 101 | 0.0 | 2 | 90

# | MEP2-GFP yeast | AGP1-GFP MLPCN | CIT2-GFP yeast | LAP4-GFP MLPCN
46 | 92 | 89 | 96 | 93
47 | 104 | 112 | 109 | 105
48 | 94 | 103 | 93 | 97
49 | 98 | 105 | 96 | 98
50 | 104 | 106 | 99 | 103
51 | 99 | 100 | 92 | 98
52 | 102 | 101 | 103 | 99
53 | 110 | x | 116 | 105
54 | 104 | 109 | 100 | 105
